# Rv3671c protease = Rv3671c serine protease inhibitors, primary screen, biochemical, fluorescence polarization, M. tuberculosis H37Rv; P9WHR9; inhibition, % at 5.96 µM; 320,000 compounds, 0.048% hits; in the data active = inhibition above about 38%;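 note: extracellular domain of Rv3671c used as enzyme; 0% = enzyme with DMSO and 100% = no enzyme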
# Target sequence (P9WHR9 whole entry, looked up, the tested form may be a part): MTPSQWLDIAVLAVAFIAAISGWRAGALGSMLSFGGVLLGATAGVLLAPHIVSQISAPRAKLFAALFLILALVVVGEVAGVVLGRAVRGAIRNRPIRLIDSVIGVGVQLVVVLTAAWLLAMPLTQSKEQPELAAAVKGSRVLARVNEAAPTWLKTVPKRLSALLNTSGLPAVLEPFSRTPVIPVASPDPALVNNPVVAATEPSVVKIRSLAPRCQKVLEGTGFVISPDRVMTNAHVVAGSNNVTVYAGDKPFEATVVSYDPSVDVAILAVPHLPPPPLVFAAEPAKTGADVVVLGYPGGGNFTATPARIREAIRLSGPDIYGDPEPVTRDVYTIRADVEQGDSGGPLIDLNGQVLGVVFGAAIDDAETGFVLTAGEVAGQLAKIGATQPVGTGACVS
# PrPC surface inh = inhibitors of human cell surface prion protein PrPC, primary screen, cell-based, TR-FRET; Major prion protein (Homo sapiens), P04156; 370,000 compounds, 0.43% hits; TR-FRET read-out; inhibition, % at 13.8 µM; in the data active = inhibition above about 24%; note: 0% = median of the test wells and 100% = reference compound wells
# DUSP3 inh = VHR1 phosphatase inhibitors, primary screen, biochemical, absorbance, uHTS; recombinant VHR phosphatase, pNPP absorbance; inhibition, % at 13.3 µM; 290,000 compounds, 0.52% hits; in the data active = inhibition above about 50%; note: some compounds called inactive have numbers as strong as hits
# Target sequence (P51452 whole entry, looked up): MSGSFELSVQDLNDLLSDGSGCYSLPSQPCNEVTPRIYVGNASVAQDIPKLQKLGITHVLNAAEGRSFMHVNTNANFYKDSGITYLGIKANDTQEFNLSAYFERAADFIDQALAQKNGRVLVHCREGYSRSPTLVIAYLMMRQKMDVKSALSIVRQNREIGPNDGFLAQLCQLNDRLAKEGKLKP
# Anthrax LF inh2 = Bacillus anthracis LF protease inhibitors, primary screen, biochemical, multiplex microsphere, MLPCN library | 360,000 compounds, 0.12% hits | Lethal factor (Bacillus anthracis), P15917 | AID 588501, 2011 | multiplex microsphere protease cleavage assay | inhibition, % at 10 µM; note: plate controls were buffer without enzyme for full effect and enzyme alone for no effect
# CCHF vOTU inh = CCHFV vOTU protease inhibitors, primary screen, biochemical, Pep-AMC substrate, fluorescence. 370,000 compounds, 0.55% hits. inhibition, % at 11.5 µM. Crimean-Congo hemorrhagic fever virus L polyprotein viral ovarian tumor (vOTU) protease …. AID 651958, 2012; in the data active = inhibition above about 30%; note: 0% = vehicle wells with enzyme and 100% = no enzyme wells
# 3CLpro inhibitor = SARS-CoV 3CLpro protease inhibitors, primary screen, biochemical, quenched FRET | inhibition, % at 6 µM | Replicase polyprotein 1ab (Severe acute respiratory syndrome coronavirus), P0C6X7 | recombinant SARS-CoV 3CLpro, quenched FRET peptide cleavage | 290,000 compounds, 0.14% hits; in the data active = inhibition above about 12%
# PriA SSB inh = inhibitors of Klebsiella pneumoniae PriA binding to SSB C-terminal tail, primary screen, biochemical, AlphaScreen; PriA–SSB C-terminal tail interaction (Klebsiella pneumoniae); AlphaScreen SSBct-PriA binding, biotinylated peptide; inhibition, % at 33 µM; 430,000 compounds, 0.6% hits; in the data active = inhibition mostly above about 37%, no sharp cut-off; inactive = mostly below about 20%;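 note: plate controls were negative control peptide for no effect and reference peptide for full effect; strong numbers were not always called active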
# BoNT-A LC inh2 = BoNT/A light chain protease inhibitors, primary screen, biochemical, flow cytometry, MLPCN library; inhibition, % at 10 µM; Botulinum neurotoxin type A light chain protease (Clostridium botulinum A str. ATCC 3502); AID 588499, 2011; 360,000 compounds, 0.17% hits; multiplex microsphere protease substrate cleavage; note: plate controls were buffer without enzyme for full effect and enzyme alone for no effect
# MazF activator = activators of E. coli MazEF toxin-antitoxin RNase, primary screen, biochemical, fluorescence, uHTS | FAM/BHQ RNA-DNA oligo cleavage fluorescence, 5 h | AID 504720, 2011 | activation, % at 20 µM | 350,000 compounds, 0.32% hits; in the data active = activation above about 50%
# Target sequence (P0AE70 whole entry, looked up): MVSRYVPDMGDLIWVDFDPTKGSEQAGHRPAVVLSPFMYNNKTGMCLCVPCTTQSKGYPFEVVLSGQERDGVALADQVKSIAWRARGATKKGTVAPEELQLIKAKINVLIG
# BoNT-F LC inh = BoNT/F light chain protease inhibitors, primary screen, biochemical, flow cytometry, MLPCN library; Botulinum neurotoxin type F light chain protease (Clostridium botulinum); inhibition, % at 10 µM; AID 588497, 2011; 360,000 compounds, 0.22% hits; Multiplex microsphere protease cleavage assay; in the data active = inhibition above about 35%, passing the limit was not always enough; inconclusive = no clear call, values can overlap the other calls; note: plate controls were buffer without enzyme for full effect and enzyme alone for no effect
# An asterisk follows results filed as active; ? = inconclusive; / = not tested or not shown; & = joins results of further samples. Cut-off read from the data, not from the text of the source, unless noted: active = inhibition above about 30%; inconclusive = no clear call, values can overlap the other calls; inactive = below that. Some of the compounds tested; rates above refer to the full screens.
item	canonical_smiles	Rv3671c protease	Anthrax LF inh2	DUSP3 inh	PrPC surface inh	PriA SSB inh	3CLpro inhibitor	CCHF vOTU inh	BoNT-A LC inh2	BoNT-F LC inh	MazF activator
1	CCCN(C(=O)c1cccs1)c1nnc(-c2ccncc2)s1	-4	0	2	-1	0	2	0	1.1	7	7
2	CC1CN(S(=O)(=O)c2cccc(C(=O)N(CCc3ccccc3)Cc3ccccc3)c2)CC(C)O1 (centres undefined)	2	-7	/	/	-18	/	/	-9.1	-22	2
3	C[C@H]1CN([C@@H](C)CO)C(=O)CCCn2nncc2CO[C@H]1CN(C)S(=O)(=O)c1ccc(Oc2ccccc2)cc1	/	-8	/	-14	/	/	5	-0.2	-6	3
4	Cc1ccnc(Nc2nc3ccccc3o2)n1	-4	0	45	0	-6	-2	2	-0.4	9	5
5	CCn1c(=O)cc(OCC(=O)NCCCN2CCCC2=O)c2ccccc21	8	2	-13	0	-3	2	16	1.9	6	-16
6	COCCOC(=O)c1c(C)oc2ccc(OC(=O)c3ccco3)cc12	2	1	21	7	-5	-6	-1	0.4	-3	-1
7	CCSc1nnc(NC(=O)NC2CCCCC2)s1	-6	2	14	3	-3	-1	3	0.6	1	3
8	CN1CCN(C(=O)c2cnn(-c3ccccc3)c2NC(=O)c2ccccc2)CC1	1	-2	15	1	3	-6	2	-1.1	-1	-4
9	N=c1n(CC(=O)c2ccc([N+](=O)[O-])cc2)c2ccccc2n1Cc1ccccc1Cl	-6	3	5	3	0	4	5	9.3	6	9
10	O=C(CCCCN1CCCCC1)c1ccc2c(c1)Cc1ccccc1-2	-10	-8	16	5	-5	4	7	0.4	-2	28
11	CC1CC(C)(C)NC(=S)N1CCC(=O)N1CCN(c2ccccc2)CC1 (centres undefined)	5	-10	37	4	9	5	-22	-1.4	1	5
12	COC(=O)CCCC(=O)N(C)CC1CCCN(CCc2ccccc2C)C1 (centres undefined)	0	-7	/	-5	0	-10	-2	-1.0	?	3
13	COc1ccc(CC(=O)Nc2ccc(S(=O)(=O)Nc3nc(C)cc(C)n3)cc2)cc1	5	-5	35	-2	-20	8	14	2.2	3	-7
14	CN(C)c1ccc(NC(=O)c2ccc([N+](=O)[O-])cc2Cl)cc1	-2	-1	2	-10	8	-1	-1	0.2	-2	9
15	Cc1nc2ccccn2c1P(=S)(N1CCCCC1)N1CCCCC1	-6	-1	16	-1	9	1	9	-1.6	-19	0
16	Cc1ccc(C(OCCN(C)C)c2cccc(C(F)(F)F)c2)cc1 (centres undefined)	-2	0	7	-5	-22	1	7	0.3	-1	4
17	CC(C)c1ccc(NC2CCCN(C(=O)c3cccc4nccnc34)C2)cc1 (centres undefined)	4	-2	8	-6	4	1	6	1.8	0	-7
18	CC(=O)c1cc2c(cc1N(C(=O)Cn1nnc3ccccc31)C(C(=O)NCCC(C)C)c1cccnc1)OCO2 (centres undefined)	3	1	8	-3	-10	3	3	-0.7	-1	2
19	CC1=CC(C)C2C(=O)N(CCCN(C)C)C(=O)C2C1 (centres undefined)	-9	0	17	-5	4	-5	1	0.5	13	8
20	CCC(=O)OCc1c(C(F)(F)F)nn(C)c1Oc1cccc(C(F)(F)F)c1	4	-12	16	0	-57	1	1	?	9	-2
21	C[C@@H]1CC=C[C@H]2[C@H]1C(=O)N(Cc1ccccc1)[C@H]2c1ccc2ccccc2c1/C=C/c1ccccc1	3	-8	-12	-4	6	/	-8	-0.5	2	-1
22	COc1cccc(OCCNC(=O)Nc2cc(F)c(F)cc2Cl)c1	-9	-2	10	-1	-7	2	14	-0.5	-3	6
23	COc1ccc(C2=NS(=O)(=O)N(C)C(C(=O)N(C)Cc3ccccc3)=C2)cc1OC	-1	8	13	-20	-5	-1	1	0.8	-6	12
24	COc1ccc2c(c1)Cc1sc(NC(=O)c3ccccc3)nc1-2	-4	-2	-17	-3	-18	2	18	0.4	-4	9
25	c1coc(-c2nnc(-c3ccco3)nn2)c1	-23	0	2	-2	4	-2	45*	-0.3	0	-21
26	COc1ccc(C(=O)CSc2nc(=O)n3ccc(C)cc3n2)cc1	/	-6	/	-5	0	/	6	-0.2	-3	7
27	C=CCN1C(=O)C(CC(=O)O)SC1=Nc1cccc([N+](=O)[O-])c1 (centres undefined)	-6	0	5	-3	-1&1	4	10	-1.8	-16	4
28	CC(=O)c1ccc(-c2cnc3c(NC=O)cc(-c4cccc(NS(C)(=O)=O)c4)cn23)cc1	/	-6	/	-17	/	/	-4	0.3	3	/
29	Cc1ccc(CNC(=O)c2cccc3c2C(=O)c2ccc(N4CCOCC4)cc2S3(=O)=O)cc1	-7	4	/	-20	-1	/	-4	1.1	0	-31
30	C=CC(=O)N1CCCC(Nc2nc(Nc3ccc(N(C)C(=O)CC)cc3C)nc3nc[nH]c23)C1 (centres undefined)	5	-2	/	-5	6	/	-1	-0.6	3	8

# Entries listed so far containing a halogen:
item	canonical_smiles	Rv3671c protease	Anthrax LF inh2	DUSP3 inh	PrPC surface inh	PriA SSB inh	3CLpro inhibitor	CCHF vOTU inh	BoNT-A LC inh2	BoNT-F LC inh	MazF activator
9	N=c1n(CC(=O)c2ccc([N+](=O)[O-])cc2)c2ccccc2n1Cc1ccccc1Cl	-6	3	5	3	0	4	5	9.3	6	9
14	CN(C)c1ccc(NC(=O)c2ccc([N+](=O)[O-])cc2Cl)cc1	-2	-1	2	-10	8	-1	-1	0.2	-2	9
16	Cc1ccc(C(OCCN(C)C)c2cccc(C(F)(F)F)c2)cc1 (centres undefined)	-2	0	7	-5	-22	1	7	0.3	-1	4
20	CCC(=O)OCc1c(C(F)(F)F)nn(C)c1Oc1cccc(C(F)(F)F)c1	4	-12	16	0	-57	1	1	?	9	-2
22	COc1cccc(OCCNC(=O)Nc2cc(F)c(F)cc2Cl)c1	-9	-2	10	-1	-7	2	14	-0.5	-3	6

# The main list resumes; the 2 compounds before the break are reprinted first.
item	canonical_smiles	Rv3671c protease	Anthrax LF inh2	DUSP3 inh	PrPC surface inh	PriA SSB inh	3CLpro inhibitor	CCHF vOTU inh	BoNT-A LC inh2	BoNT-F LC inh	MazF activator
29	Cc1ccc(CNC(=O)c2cccc3c2C(=O)c2ccc(N4CCOCC4)cc2S3(=O)=O)cc1	-7	4	/	-20	-1	/	-4	1.1	0	-31
30	C=CC(=O)N1CCCC(Nc2nc(Nc3ccc(N(C)C(=O)CC)cc3C)nc3nc[nH]c23)C1 (centres undefined)	5	-2	/	-5	6	/	-1	-0.6	3	8
31	CCn1c(=O)cc(SCC(=O)N2CCOCC2)c2ccccc21	-9	0	6	15	-5	-6	-12	-1.0	-8	8
32	COc1cccc(CNC(=O)CCC2CCCN(C(=O)CCC(F)(F)F)C2)c1 (centres undefined)	10	-3	9	10	-13	2	1	-0.3	-6	-6
33	COc1ccc(CCN(C)c2ccc(S(=O)(=O)N3CCCC3)cc2[N+](=O)[O-])cc1OC	3	0	8	-16	26	0	-7	-0.7	0	-1
34	Cc1ccccc1CNC(=O)Nc1ccc(Cl)cc1	2	-4	4	2	-2	6	-1	0.4	1	2
35	O=C(CN1C2=NCCCN2c2ccccc21)c1ccc2c(c1)OCO2	-1	-7	15	-10	-11	3	-5	-0.2	-3	5
36	O=S(=O)(c1cc(Cl)ccc1Cl)N1CCN(c2ccccn2)CC1	6	0	-9	-3	-19	2	2	-0.2	-2	3
37	COC(=O)N/N=C/c1ccccc1Cl	4	5	20	0	/	-1	-5	-0.7	-1	1
38	C[C@@H](C(=O)NCCc1ccccc1)N1C(=O)N2CCc3c([nH]c4ccccc34)[C@@]2(C)C1=O	-2	-3	12	-3	15	4	-1	-0.6	3	-2
39	COc1cc2c(cc1OC)CN(S(C)(=O)=O)CC2	-2	-6	4	-5	-4	-4	18	0.3	0	10
40	CCN1CCN(C(=O)c2ccccc2N(C)S(=O)(=O)c2ccc(C)cc2)CC1	-5	-5	-1	6	-11	-5	-1	-0.9	2	8
41	O=C(CCn1c(=S)[nH]c2cc3c(cc2c1=O)OCO3)NCc1ccc(Cl)cc1	-4	-2	-22	5	-4	2	-8	0.7	-2	-10
42	CC[C@H](C)[C@@H](N)C(=O)NC[C@H]1O[C@@H](n2cnc3c(=O)[nH]c(N)nc32)[C@H](O)[C@@H]1O	/	-2	/	1	/	/	-4	-0.6	2	/
43	CCC(C)Sc1nnc(-c2c[nH]c3ccccc23)n1CCOC (centres undefined)	-6	-4	19	-2	7	0	-3	0.7	6	-4
44	O=C(NCCCN1CCOCC1)c1cccc(S(=O)(=O)Nc2cc(Cl)ccc2Cl)c1	0	-3	10	8	7	-4	-2	0.1	-5	5
45	Cc1ccc2c(c1)CCCN2CC(=O)N(C)c1c(N)n(Cc2ccccc2)c(=O)[nH]c1=O	-14	12	/	-9	-9	/	12	1.2	7	-4
46	Cc1nc(N2CCN(c3ccccn3)CC2)c2c(C)c(C(=O)N3CCN(c4cccc(Cl)c4)CC3)sc2n1	2	-3	31	-12	-7	10	0	-4.8	-8	-23
47	O=C(NC1(N2CCOCC2)CC1)c1ccc(Cl)cc1	4	-7	33	7	-20	0	2	2.7	-2	11
48	COc1ccc(-n2c(SCC(=O)Nc3ccccc3OC)nc(O)c(Cc3ccccc3)c2=O)cc1	-14	0	10	-11	4	6	15	-0.5	3	0
49	Nc1nnc(N)c2ccccc12	2	-2	12	2	0	0	-3	-0.7	-4	-1
50	Cc1ccc(C(=O)Cn2cncn2)cc1	-8	-26	17	7	-8	-7	0	-9.2	?	2
51	CC(C(=O)Nc1ccc(S(=O)(=O)N2CCCC2)cc1)N1CCc2ccccc2C1 (centres undefined)	6	3	/	-1	3	/	-2	1.7	0	-5
52	COc1ccc(CCNC(=O)CN2CCN(c3ccccc3Cl)CC2)cc1	-2	/	2	1	-9	0	14	/	/	3
53	CC(=O)c1c(C)[nH]c(C(=O)OCC(=O)Nc2ccc(C)cc2[N+](=O)[O-])c1C	-9	-1	-4	5	-12	4	-10	0.3	-8	-2
54	CCC1(c2ccccc2)NC(=O)N(CC(=O)Nc2ccc3c(c2)CCC3)C1=O (centres undefined)	/	-6	/	5	/	/	4	-0.1	-9	0
55	Cc1cccc(Cn2c(N3CCN(C)CC3)nc3c2c(=O)[nH]c(=O)n3C)c1	-12	-11	12	1	9	1	4	-1.9	2	2

# Laid out differently: 2 of the compounds above
[51] CC(C(=O)Nc1ccc(S(=O)(=O)N2CCCC2)cc1)N1CCc2ccccc2C1 (centres undefined)
  Rv3671c protease = 6 | Anthrax LF inh2 = 3 | DUSP3 inh = / | PrPC surface inh = -1 | PriA SSB inh = 3 | 3CLpro inhibitor = / | CCHF vOTU inh = -2 | BoNT-A LC inh2 = 1.7 | BoNT-F LC inh = 0 | MazF activator = -5

[41] O=C(CCn1c(=S)[nH]c2cc3c(cc2c1=O)OCO3)NCc1ccc(Cl)cc1
  Rv3671c protease = -4 | Anthrax LF inh2 = -2 | DUSP3 inh = -22 | PrPC surface inh = 5 | PriA SSB inh = -4 | 3CLpro inhibitor = 2 | CCHF vOTU inh = -8 | BoNT-A LC inh2 = 0.7 | BoNT-F LC inh = -2 | MazF activator = -10
